Screening data (PubChem)
RAD52 inh = RAD52 DNA annealing inhibitors, primary screen, biochemical, FRET, single point, set 2. hit rate 0.46% among 360,000. recombinant RAD52 DNA annealing, FRET fluorescence. inhibition, % at 18.7 µM. DNA repair protein RAD52 homolog (Homo sapiens), P43351;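 active = every replicate showing at least 50% inhibition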
Target sequence (P43351 whole entry, looked up): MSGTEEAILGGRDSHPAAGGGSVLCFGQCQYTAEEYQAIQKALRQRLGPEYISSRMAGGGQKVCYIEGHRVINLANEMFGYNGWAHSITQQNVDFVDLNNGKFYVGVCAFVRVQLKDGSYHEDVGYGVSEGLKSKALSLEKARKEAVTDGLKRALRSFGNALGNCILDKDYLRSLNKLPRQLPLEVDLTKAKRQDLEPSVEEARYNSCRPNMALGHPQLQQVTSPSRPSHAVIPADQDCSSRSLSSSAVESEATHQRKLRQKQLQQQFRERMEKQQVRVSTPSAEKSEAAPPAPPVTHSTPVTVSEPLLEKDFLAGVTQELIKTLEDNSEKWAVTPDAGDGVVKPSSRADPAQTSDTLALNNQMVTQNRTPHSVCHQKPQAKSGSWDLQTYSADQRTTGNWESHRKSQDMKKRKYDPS
ERAP1 inh = human ERAP1 aminopeptidase inhibitors, primary screen, biochemical, single point, plate reader. recombinant ERAP1, Leu-AMC fluorescence, 60 min. inhibition, % at 10.7 µM. hit rate 0.15% among 340,000. Endoplasmic reticulum aminopeptidase 1 (Homo sapiens), Q9NZ08. AID 652197, 2013;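 active = mean replicate inhibition of at least 30%, or all replicates individually reaching that 30% level; inactive = mean below 30% and not every replicate reaching it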;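 note: 0% = neutral control wells and 100% = L-leucinethiol positive control wells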
E-selectin induc = E-selectin induction in HUVECs, primary screen, imaging, HUVEC, immunofluorescence imaging, single point; P16581; normalized: neutral wells 0, TNF-alpha wells 100; activation, % at 7.58 µM; hit rate 0.37% among 260,000; AID 686992, 2013;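 active = mean E-selectin-positive cell signal at least 10% of the positive control, reached in at least 60% of replicates, without over 20% cell loss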;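 note: in these data hits start at about 27%; measured in HUVEC primary endothelial cells; signal is the percent of cells scored E-selectin positive by PE staining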
Target sequence (P16581 whole entry, looked up): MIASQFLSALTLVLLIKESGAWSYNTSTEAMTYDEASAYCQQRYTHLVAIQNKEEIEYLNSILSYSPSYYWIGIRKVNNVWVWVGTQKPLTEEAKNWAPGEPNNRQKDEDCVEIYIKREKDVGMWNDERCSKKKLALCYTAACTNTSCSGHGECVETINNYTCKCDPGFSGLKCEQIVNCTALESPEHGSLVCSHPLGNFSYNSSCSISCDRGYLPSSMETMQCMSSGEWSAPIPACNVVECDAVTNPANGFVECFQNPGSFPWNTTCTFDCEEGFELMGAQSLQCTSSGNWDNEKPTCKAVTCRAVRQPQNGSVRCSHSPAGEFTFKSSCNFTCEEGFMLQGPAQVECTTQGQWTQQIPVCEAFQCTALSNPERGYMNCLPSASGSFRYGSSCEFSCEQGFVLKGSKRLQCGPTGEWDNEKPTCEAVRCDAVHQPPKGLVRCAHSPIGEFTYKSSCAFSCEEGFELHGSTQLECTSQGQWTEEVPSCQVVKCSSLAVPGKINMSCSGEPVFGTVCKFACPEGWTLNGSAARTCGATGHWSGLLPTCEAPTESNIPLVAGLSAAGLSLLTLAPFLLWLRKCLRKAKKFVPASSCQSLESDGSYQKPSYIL
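Assay system: HUVEC primary endothelial cells. Input: 3,000 HUVEC seeded per well. Doses: one compound dose added by pin transfer. Read-out basis: % PE-positive cells. Benchmarks: TNF-alpha high, DMSO low. Detection: immunofluorescence imaging. Buffer or medium: EGM-2, gelatin.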
PGC1a acetyl inh = inhibitors of PGC1a acetylation signal, primary screen, cell-based, U2OS, AlphaScreen, inhibitor mode. AlphaScreen anti-acetyl-lysine; with virally co-expressed GCN5 acetyltransferase. inhibition, % at 15.6 µM. hit rate 0.17% among 350,000;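 active = every replicate shows inhibition of at least 40%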;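 note: 0% = neutral control wells and 100% = positive control wells; some results beyond the cut were filed as inactive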
Cneo AK release = Cryptococcus neoformans cell lysis inducers, primary screen, AK release luminescence, single concentration | C. neoformans lysis, adenylate kinase release luminescence, 4 h; normalised: neutral wells 0, clomiphene wells 100 | lysis activity, % at 15 µM | hit rate 0.2% among 360,000 | AID 651654, 2012;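 active = mean lysis activity across replicates of at least 80%, whatever share of replicates individually reach that level; inactive = mean lysis activity below 80%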
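read-out = cell lysis signal | test system = log-phase Cryptococcus neoformans yeast cells | input = cells at 5 × 10^6 per mL | medium = fresh YPD growth medium | signal = luminescent adenylate kinase detection reagent | timing = 4 h at 37 °C static, read 1 h later | dosing = single dose | controls = Clomiphene as positive lysis control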
miR-122 sensor = miR-122 Renilla sensor signal increase in Huh7, primary screen, miR-122 inhibitor project, cell-based, single point, plate reader; Huh7 miR-122 Renilla luciferase sensor, 48 h; neutral wells = 0, positive control = 100; activation (reporter increase), % at 12.5 µM; hit rate 0.3% among 340,000; AID 602342, 2012;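 active = mean replicate activation score at least 90 and every replicate individually at or above 90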;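 note: higher luciferase means less miR-122 activity so hits act as miR-122 inhibitors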
RAD54 branch = inhibitors of human RAD54 branch migration, primary screen, biochemical, fluorescence, single point; DNA repair and recombination protein RAD54-like (Homo sapiens), Q92698; RAD54 Holliday junction branch migration, FAM/BHQ fluorescence; inhibition, % at 10.4 µM; hit rate 0.14% among 360,000; AID 602329, 2012;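 active = mean normalized replicate activity at least 40 and at least half of replicates scoring 40 or more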;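 note: 0% = median of neutral control wells and 100% = median of positive control wells; inhibitors cause a drop in the FAM fluorescence signal; in these data hits start at about 50%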
PglD inh = C. jejuni PglD acetyltransferase inhibitors, primary screen, biochemical, DTNB colorimetric, single point; purified PglD enzyme, DTNB colorimetric CoA detection; inhibition, % at 12.5 µM; hit rate 0.098% among 360,000; AID 602405, 2012; in the data active = inhibition above about 16%, passing the limit was not always enough; note: strong numbers were not always called active
An asterisk follows results filed as active; · = not tested or not shown; [ ] = remark or other dose.

1. O=C(CCN1C(=O)C2C3CCC(C3)C2C1=O)Nc1ccc(Cl)cc1Cl (stereo not drawn)
2. COc1ccc(NC(=O)Nc2cccc3c2O[C@H](CN(C)Cc2ccc(-c4ccccc4)cc2)[C@H](C)CN([C@H](C)CO)C3=O)cc1
3. COc1ccc(-c2cnn3c(N)c(S(=O)(=O)c4ccccc4)cnc23)cc1
4. CC(C)(C)OC(=O)NCc1ccc(NC(=O)c2nc[nH]c2C(=O)N[C@@H](Cc2ccccc2)C(=O)OCc2ccccc2)cc1
5. Nc1nc(NCC(=O)O)nc(N2CCCCCC2)c1[N+](=O)[O-]
6. CCCC(O)(CCN1CCOCC1)c1ccc(Br)cc1 (stereo not drawn)
7. COc1ccc(C(=O)Nc2ccccc2C(=O)NC(Cc2ccc(O)cc2)C(=O)NNC(=O)c2ccccc2)cc1 (stereo not drawn)
8. CC(C)[C@H](NC(=O)N1CC(=O)Nc2ccccc21)C(=O)N[C@@H](Cc1ccccc1)C(=O)O
9. S=c1[nH]nc(-c2cccnc2)n1/N=C/C=C/c1ccco1
10. O=C(C=Cc1ccco1)N1CCOCC1

compound no. | 1 | 2 | 3 | 4 | 5 | 6 | 7 | 8 | 9 | 10
RAD52 inh | -8.7 | -4.8 | · | -6.3 | -1.3 | · | · | -12.1 | -25.2 | -16.3
ERAP1 inh | -2.6 | -1.7 | · | · | 5.0 | · | · | -0.7 | 0.6 | -1.5
E-selectin induc | -0.2 | 0.3 | · | 0.1 | 0.7 | · | -0.7 | · | · | 0.8
PGC1a acetyl inh | 23.4 | 13.6 | -8.7 | -19.7 | 6.1 | -5.0 | -11.5 | 10.8 | 4.9 | 16.4
Cneo AK release | 1.5 | 0.8 | 1.8 | 2.0 | -1.9 | -0.3 | -0.5 | 2.0 | · | 0.2
miR-122 sensor | -2.2 | -2.6[16.7 µM] | -1.8 | 2.6 | -5.3 | -2.2 | -6.1 | -6.5 | -0.1 | -1.6
RAD54 branch | 7.4 | -6.0 | -3.9 | 9.5 | -3.3 | -8.7 | -5.1 | 4.2 | · | 3.1
PglD inh | -0.8 | -2.4 | 6.7 | 2.3 | 2.8 | -3.4 | 9.3 | 5.0 | · | -4.6

The list goes on; the last 3 above are carried over.
8. CC(C)[C@H](NC(=O)N1CC(=O)Nc2ccccc21)C(=O)N[C@@H](Cc1ccccc1)C(=O)O
9. S=c1[nH]nc(-c2cccnc2)n1/N=C/C=C/c1ccco1
10. O=C(C=Cc1ccco1)N1CCOCC1
11. COc1ccc(CCNS(=O)(=O)CC23CCC(CC2=O)C3(C)C)cc1OC (stereo not drawn)
12. COc1ccc(CCNC(=O)COC(=O)Cc2ccccc2[N+](=O)[O-])cc1
13. CCc1nc(SCc2cc(=O)[nH]c3ccccc23)c2c(C)c(C)sc2n1
14. C[C@@H]1CN([C@@H](C)CO)C(=O)c2cc(NC(=O)c3ccccc3)ccc2O[C@@H](C)CCCCO[C@H]1CN(C)S(=O)(=O)c1cn(C)cn1
15. CC(=O)NS(=O)(=O)c1ccc(N2C(=O)CC(Sc3nccc(C)n3)C2=O)cc1 (stereo not drawn)
16. CCOc1cc(N2CCOCC2)c(OCC)cc1NC(=S)NCCCOC
17. N#CC1=C(N)SC(N)=C(C#N)C1Cc1ccccc1
18. O=C(O)C1CCCCN1C(=O)c1cc2c(s1)CCCCC2 (stereo not drawn)
19. COc1nc(NCc2ccc(Cl)cc2)nc(OC)n1
20. O=c1cc(CSc2ccccc2)nc(-c2ccncc2)[nH]1

compound no. | 8 | 9 | 10 | 11 | 12 | 13 | 14 | 15 | 16 | 17 | 18 | 19 | 20
RAD52 inh | -12.1 | -25.2 | -16.3 | -4.4 | -3.7 | -15.5 | -12.6 | -12.6 | -8.1 | -313.7 | -1.0 | · | -7.2
ERAP1 inh | -0.7 | 0.6 | -1.5 | -3.2 | -3.4 | · | -0.2 | -1.5 | 0.5 | -1.2 | -7.6 | · | 5.5
E-selectin induc | · | · | 0.8 | · | 0.5 | 0.1 | -0.1 | · | 2.0 | · | -0.2 | · | ·
PGC1a acetyl inh | 10.8 | 4.9 | 16.4 | -13.4 | 6.5 | -6.5 | 4.8 | · | -0.9 | 3.1 | 4.4 | 6.8 | -2.6
Cneo AK release | 2.0 | · | 0.2 | 2.2 | 2.1 | -3.4 | · | 0.3 | · | 0.6 | -2.2 | -2.4 | ·
miR-122 sensor | -6.5 | -0.1 | -1.6 | 9.5 | -2.6 | -1.1 | · | · | · | 0.2 | · | 2.4 | 9.7
RAD54 branch | 4.2 | · | 3.1 | -2.7 | 10.6 | 3.3 | · | 0.7 | · | -39.5 | -6.7 | 4.2 | ·
PglD inh | 5.0 | · | -4.6 | 7.3 | -0.6 | 7.4 | · | 1.6 | · | 2.9 | -3.1 | -2.5 | ·

21. CCOC(=O)CSc1ncc(-c2ccccc2)cn1
22. O=C1CS/C(=N/N=C/c2ccccc2)N1c1ccc(O)cc1
23. O=C(NCc1ccco1)NC1CCCCC1
24. CCC(=O)Nc1ccc2c(c1)OC[C@@H](C)N(Cc1ccccc1)C[C@H](C)[C@@H](OC)CN(C)C2=O
25. CC(=O)c1c(C)n(-c2ccc(Br)cc2)c2ccc(O)cc12
26. O=C(C[n+]1ccc(C(=O)NCc2ccccc2)cc1)c1ccc(OC(F)F)cc1
27. Cc1cccc(-c2ocnc2C(=O)N2CCN(C(=O)c3cccs3)CC2)c1
28. CN(c1nc2ccccc2n2c(C3CC3)nnc12)S(=O)(=O)c1ccccc1
29. CC(C)(Cc1ccccc1)/[N+]([O-])=C\c1ccc(C(F)(F)F)cc1
30. Cc1ccc2c(c1)C1CN(C)CCC1N2S(=O)(=O)c1cccc(C(F)(F)F)c1 (stereo not drawn)

compound no. | 21 | 22 | 23 | 24 | 25 | 26 | 27 | 28 | 29 | 30
RAD52 inh | · | -18.9 | · | 9.6 | -18.7 | -7.7 | -4.4 | -8.3 | -113.0 | -22.8
ERAP1 inh | · | -1.7 | · | 2.0 | -1.0 | 5.3 | 2.2 | -0.8 | 1.0 | 1.4
E-selectin induc | · | · | · | 0.1 | · | 4.8 | 0.3 | · | -0.1 | -0.2
PGC1a acetyl inh | -1.5 | 18.0 | -3.4 | -10.2 | 18.4 | 3.2 | 0.8 | -2.4 | · | ·
Cneo AK release | -0.7 | -5.2 | -0.1 | -1.5 | 0.0 | · | 4.2 | -3.3 | 3.8 | 3.5
miR-122 sensor | -7.8 | -1.9 | -11.7 | 2.2[16.7 µM] | -2.3 | 2.5 | -1.2 | -4.2 | · | ·
RAD54 branch | 1.0 | -4.4 | -4.3 | -2.8 | -4.2 | · | 3.3 | -4.1 | -16.5 | 6.5
PglD inh | 1.9 | -2.1 | -5.4 | 6.1 | 0.0 | · | -1.3 | 0.2 | 1.1 | -0.1

31. Cc1ccc(C23CC4CC(CC(CC(=O)N5CCOCC5)(C4)C2)C3)cc1
32. CCOC(=O)C1CCN(S(=O)(=O)c2ccc(C(C)(C)C)cc2)CC1
33. C[C@@H]1CN([C@H](C)CO)C(=O)c2cc(NC(=O)Nc3ccc(C(F)(F)F)cc3)ccc2O[C@@H]1CN(C)Cc1ccncc1
34. Cc1csc(NC(C)c2nc3cc(C(F)(F)F)ccc3n2CCOCCO)n1 (stereo not drawn)
35. CC1CCCCC12NC(=O)N(CC(=O)OCC(=O)c1ccc(OC(F)F)cc1OC(F)F)C2=O (stereo not drawn)
36. COc1cc(C(=O)NCC2(c3ccccc3)CCCC2)ccc1OC(C)C
37. COc1cc(C2NC(=O)NC(C)=C2C(=O)OCc2ccc(C)cc2)cc(OC)c1OC (stereo not drawn)
38. C[C@@H]1CN([C@H](C)CO)C(=O)Cc2cc(NS(=O)(=O)c3cccs3)ccc2O[C@H]1CN(C)CC1CCCCC1
39. O=C(Nc1ccc(F)cc1)N1C[C@H]2[C@@H](c3ccccc31)[C@H](CO)N2C(=O)Cc1cccnc1
40. CN1C(=O)c2cc(NC(=O)c3ccc(F)cc3)ccc2OC[C@H]2O[C@H](CC(=O)NCC3CCCCC3)CC[C@@H]21

compound no. | 31 | 32 | 33 | 34 | 35 | 36 | 37 | 38 | 39 | 40
RAD52 inh | · | -18.7 | 8.8 | -28.9 | -10.2 | -8.7 | -0.2 | 19.8 | -10.3 | -1.7
ERAP1 inh | · | -4.7 | -2.7 | 9.8 | -1.3 | 1.2 | -1.7 | 3.6 | -3.3 | -1.9
E-selectin induc | · | -0.7 | · | 0.0 | -0.1 | · | -0.2 | -0.1 | -0.1 | 0.0
PGC1a acetyl inh | · | -13.0 | 5.6 | · | 3.0 | -1.9 | 11.7 | 7.5 | -4.5 | 3.7
Cneo AK release | -0.2 | · | 1.7 | 0.3 | 0.4 | -0.7 | -1.2 | -5.2 | -4.5 | 56.0
miR-122 sensor | -3.4 | · | 24.9[16.7 µM] | -4.1 | -3.1 | -2.0 | -3.6 | -3.6[16.7 µM] | -27.6[16.7 µM] | 8.8[16.7 µM]
RAD54 branch | -14.4 | · | -0.1 | -5.5 | 2.2 | -4.6 | -0.3 | -3.4 | 1.1 | -5.2
PglD inh | -0.4 | · | 1.1 | 0.1 | 4.3 | -4.2 | 6.6 | -4.8 | -2.4 | 4.3

41. O=C(NCCN1CCNC1=O)c1ccc2sc([C@H]3C[C@H](O)[C@@H](CO)O3)nc2c1
42. N#Cc1nc(-c2ccc(F)cc2)oc1NCc1ccccc1
43. C[C@@H]1CN([C@H](C)CO)C(=O)c2cccc(NS(=O)(=O)c3cn(C)cn3)c2O[C@@H]1CN(C)CC1CCCCC1
44. Cn1ccnc1/C(=N\NC(=O)c1ccc(O)cc1)c1cccc([N+](=O)[O-])c1
45. C[C@@H]1CN([C@@H](C)CO)S(=O)(=O)c2ccc(C3=CCCCC3)cc2O[C@H]1CN(C)C(=O)C1CC1
46. CCOc1ccc(-c2cnc(NCc3cccc4ccccc34)n2CCOC)cc1
47. COC(=O)CC1OCC=C2CN3CCC45C6=CC(=O)C(=O)C([N+](=O)[O-])=C6NC4C1C2CC35 (stereo not drawn)
48. CC(=O)c1cccc(NC(=O)c2nc(-c3ccccc3)oc2C)c1
49. COc1ccc(/C=N/Nc2nc(N3CCCC3)nc(N3CCCC3)n2)cc1O
50. CCOC(=O)c1cc(C(=O)Nc2ccc(C)c(F)c2)nn1C

compound no. | 41 | 42 | 43 | 44 | 45 | 46 | 47 | 48 | 49 | 50
RAD52 inh | -9.6 | -44.6 | 5.2 | -4.7 | 3.0 | 27.6 | 33.5 | -42.0 | · | ·
ERAP1 inh | 4.0 | 1.2 | 1.5 | 0.4 | -1.8 | -0.7 | -1.6 | 3.1 | · | ·
E-selectin induc | -0.1 | 0.2 | 1.0 | · | -0.4 | · | 0.0 | 0.0 | · | ·
PGC1a acetyl inh | -13.9 | 7.4 | -1.3 | -0.4 | -4.1 | · | 10.2 | 6.1 | 1.4 | 5.0
Cneo AK release | -1.2 | 10.3 | -17.3 | 0.7 | 0.0 | 5.8 | 0.1 | 1.7 | -4.4 | -3.8
miR-122 sensor | -2.7 | 3.5 | 5.4[16.7 µM] | -11.3 | -0.2[16.7 µM] | · | -3.3 | -0.8 | 3.3 | -3.5
RAD54 branch | 0.5 | -12.6 | -1.8 | -5.1 | -1.8 | -4.9 | 0.6 | 13.5 | 9.3 | 0.7
PglD inh | 0.2 | 0.9 | 0.2 | 7.7 | 2.4 | 3.0 | -1.7 | -0.7 | -3.9 | -1.7
